# SMARCA2 activ – activators of SMARCA2 function | 1% of 370,000 active | activation, % at 9.1 µM | MG213 cells, MMTV-luciferase reporter, dexamethasone, overnight; in the data active = activation above about 7.8%;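 also: 0% = vehicle wells and 100% = reference activator wells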
# ADAM17 inh – inhibitors of human ADAM17. P78536. recombinant ADAM17, EDANS/DABCYL FRET peptide cleavage. inhibition, % at 6.95 µM. 0.83% of 370,000 active. AID 720648;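 active = inhibition above the mean of compounds lying between control limits plus 3 SD, set per campaign, cut at about 8.5% in these data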;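 also: 0% = DMSO-only wells as the low control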
# hcDAF12 agonist – H. contortus DAF-12 activation, primary screen. HEK293 hcDAF-12 lit1-tk-luc reporter, luminescence; 0% DMSO, 100% Δ7-dafachronic acid. activation, % at 6.8 µM. 1.4% of 370,000 active. AID 652067;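 active = activation above the mean of all tested compounds plus 3 SD, cut at about 5.5% in these data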;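 also: 100% = response to 3 µM Δ7-dafachronic acid high control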
# DAX1 inh-1 – inhibits human nuclear receptor DAX1; P51843; HEK293 Gal4-DAX1 luciferase reporter, luminescence; inhibition, % at 6.75 µM; 0.99% of 340,000 active; AID 504766;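 active = inhibition above the mean over all tested compounds plus 3 SD, cut at about 4.2% in these data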;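 also: 0% = DAX1-transfected cells with DMSO and 100% = empty-vector control cells with DMSO; inhibition shows as a rise in luminescence from relieved DAX1 repression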
# DAX1 inh-2 – inhibitors of DAX1 repression of SF-1 activated StAR promoter; HEK293T StAR-luciferase reporter, SF-1/DAX-1 repression relief; inhibition, % at 6.8 µM; AID 652010; 1.1% of 370,000 active;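 active = inhibition above the mean over all tested compounds plus 3 SD, cut at about 3.6% in these data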;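 also: 0% = DAX-1 cells with DMSO and 100% = cells lacking DAX-1 with DMSO; higher inhibition means more luminescence from relief of DAX-1 repression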
# hgDAF12 agonist – agonists of H. glycines DAF-12 nuclear receptor; AID 687014; 1.8% of 370,000 active; HEK293 GAL4-hgDAF12 UAS-luciferase reporter, agonist luminescence; normalized to butyrate control; activation, % at 6.8 µM;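 active = activation above a cutoff set at the mean of all screened compounds plus 3 SD, cut at about 10% in these data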;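 also: 0% = DMSO wells and 100% = sodium butyrate wells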
# PLC-beta3 inh – PLC-beta3 (human) inhibition, primary screen; Purified PLC-beta3, fluorogenic substrate, fluorescence; inhibition, % at 12.2 µM; 0.18% of 370,000 active; AID 720704; in the data active = inhibition above about 11%;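 also: 0% = median of compound wells on plate and 100% = full blocker control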
# NR1D1 modulator – modulates human Rev-erb alpha binding to DNA. P20393. Rev-erbα–FITC-DNA binding, fluorescence polarization, 90 min. activity, % at 10 µM. 0.79% of 370,000 active. AID 1259318;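 active = activity above about 14%, limit read from the data; passing the limit was not always enough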;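 also: 0% = DMSO wells with 35 nM protein and 100% = DMSO wells with 750 nM protein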
# PLC-gamma1 inh – inhibitors of human phospholipase C gamma1; P19174; 0.84% of 370,000 active; purified PLC-gamma1, fluorogenic substrate, fluorescence; inhibition, % at 12.2 µM; AID 720700; in the data active = inhibition above about 9.5%
# Target sequence (P19174 whole entry, looked up): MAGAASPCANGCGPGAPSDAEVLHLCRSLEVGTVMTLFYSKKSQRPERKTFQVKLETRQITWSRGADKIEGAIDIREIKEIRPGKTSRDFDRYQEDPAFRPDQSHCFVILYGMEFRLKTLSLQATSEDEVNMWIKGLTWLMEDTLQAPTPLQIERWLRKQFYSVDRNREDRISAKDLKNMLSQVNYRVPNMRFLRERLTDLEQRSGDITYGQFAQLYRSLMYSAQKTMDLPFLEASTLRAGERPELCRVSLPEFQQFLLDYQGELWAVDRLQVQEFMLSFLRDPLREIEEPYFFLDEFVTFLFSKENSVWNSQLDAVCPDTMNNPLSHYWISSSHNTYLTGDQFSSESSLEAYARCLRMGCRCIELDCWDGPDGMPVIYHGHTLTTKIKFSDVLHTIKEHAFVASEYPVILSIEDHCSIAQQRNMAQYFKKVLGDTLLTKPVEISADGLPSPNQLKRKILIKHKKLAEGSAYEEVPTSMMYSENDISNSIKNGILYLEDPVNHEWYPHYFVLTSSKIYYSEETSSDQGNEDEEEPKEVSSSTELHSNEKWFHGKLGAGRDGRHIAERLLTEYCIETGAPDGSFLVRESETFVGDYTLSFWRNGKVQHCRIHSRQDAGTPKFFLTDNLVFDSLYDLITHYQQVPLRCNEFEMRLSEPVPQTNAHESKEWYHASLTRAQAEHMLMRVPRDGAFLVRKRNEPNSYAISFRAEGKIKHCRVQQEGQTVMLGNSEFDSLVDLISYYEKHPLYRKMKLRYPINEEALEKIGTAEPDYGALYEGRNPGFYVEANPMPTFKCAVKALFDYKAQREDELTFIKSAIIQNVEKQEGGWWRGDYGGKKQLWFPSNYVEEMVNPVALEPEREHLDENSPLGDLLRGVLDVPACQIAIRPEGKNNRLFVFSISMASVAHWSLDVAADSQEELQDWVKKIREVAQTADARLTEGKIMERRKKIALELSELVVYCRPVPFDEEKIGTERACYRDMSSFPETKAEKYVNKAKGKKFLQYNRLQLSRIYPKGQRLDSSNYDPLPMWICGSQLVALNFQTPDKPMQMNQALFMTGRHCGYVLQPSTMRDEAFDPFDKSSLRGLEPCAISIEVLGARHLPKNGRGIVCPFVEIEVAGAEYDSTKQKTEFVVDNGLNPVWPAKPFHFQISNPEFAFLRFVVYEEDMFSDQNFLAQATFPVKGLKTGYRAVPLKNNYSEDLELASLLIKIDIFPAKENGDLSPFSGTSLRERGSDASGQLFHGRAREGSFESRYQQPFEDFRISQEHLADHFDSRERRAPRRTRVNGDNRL
# ssDAF-12 act – activators of S. stercoralis DAF-12 nuclear receptor; 1% of 370,000 active; AID 652126; activation, % at 6.8 µM; HEK293 ssDAF-12/GRIP1 lit1-tk-luc reporter, luminescence; % of 3 µM dafachronic acid response;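 active = activation above the mean over all tested compounds plus 3 SD, cut at about 0.9% in these data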;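 also: 0% = DMSO-only wells and 100% = 3 µM delta7-dafachronic acid wells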
# MBD2 inh – inhibitors of human MBD2 binding to methylated oligonucleotide. Q9UBB5. TR-FRET. inhibition, % at 4.4 µM. 0.31% of 370,000 active. AID 686964; in the data active = inhibition above about 13%
# * = called active by the depositor; x = no result given.
nr	Structure	SMARCA2 activ	ADAM17 inh	hcDAF12 agonist	DAX1 inh-1	DAX1 inh-2	hgDAF12 agonist	PLC-beta3 inh	NR1D1 modulator	PLC-gamma1 inh	ssDAF-12 act	MBD2 inh
1	COc1ccc([N+](=O)[O-])cc1NC(=O)c1ccc(Br)s1	-4	4	3.9	-0.5	-1.4	-0.2	5	0	3	-0.7	-4
2	Cc1onc(-c2ccccc2Cl)c1C(=O)OCc1cnc(Cl)s1	-2	1	-1.0	-0.5	0.1	-0.6	2	-4	1	-1.4	-4
3	CC(=O)NC(=S)Nc1ccccc1N1CCN(C(=O)c2ccccc2)CC1	-3	3	-1.2	0.1	-0.8	-1.9	3	0	5	-1.3	-6
4	Cc1ccc(C2Nc3cccc4cccc(c34)N2)cc1	1	-3	6.4*	-0.4	-0.4	0.5	-29	-6	-20	0.0	-2
5	Cc1ccc(NCc2nnc(SCC(=O)Nc3ccccc3)n2CC2CCCO2)c(C)c1 (stereo not drawn)	-2	-2	-1.6	0.4	-0.5	-2.3	-5	-2	2	-1.5	-2
6	Cc1cccn2cc(-c3ccc4c(c3)NC(=O)CO4)nc12	-1	-6	-0.5	-1.6	-0.6	1.7	-6	6	-6	-1.1	3
7	CCC(=O)Nc1nnc(SCc2ccc(F)cc2)s1	-2	0	-1.8	-0.1	-0.3	1.3	1	0	2	-1.2	-4
8	O=C(OCC(=O)N(CCc1ccccc1)Cc1ccccc1)c1ccccc1O	-3	3	-1.4	1.1	-0.1	-0.9	1	1	6	-0.7	3
9	CN(C)CCNC(=O)c1cccc(S(=O)(=O)Nc2ccccc2F)c1	4	-2	0.4	2.2	-0.1	-2.2	-1	0	4	-0.6	3
10	CCCc1[nH]n(-c2ccc([N+](=O)[O-])cc2)c(=O)c1C=NCCc1ccc(OC)c(OC)c1	-3	-5	0.1	0.2	-0.2	-0.8	-4	-6	4	-1.8	2
11	O=C(NCc1ccco1)c1nc2c(nnn2Cc2cccc(Cl)c2)c(=O)[nH]1	-1	-4	3.0	-0.5	0.9	0.7	-2	-1	-3	-1.9	3
12	O=C1CC(c2ccc3c(c2)OCO3)C2=C(CCCC2=O)N1 (stereo not drawn)	3	3	-0.6	1.0	0.0	-1.0	3	7	10*	-1.0	0
13	O=C(Cc1n[nH]c(=O)c2ccccc12)NCc1ccccc1	-3	-6	-0.4	x	0.2	1.4	-2	-9	-1	-0.3	6
14	CCOC(=O)c1c(C)[nH]c(C)c1C(=O)CSc1nnc(-c2ccc(OC(F)F)cc2)o1	-3	-3	-0.5	0.8	-0.6	0.5	-1	1	0	-1.0	0
15	O=C(c1cccc([N+](=O)[O-])c1)N1CCN(C/C=C/c2ccccc2)CC1	-1	-2	-0.8	0.2	-0.7	-0.5	-4	2	2	-1.2	2
16	CCN(c1cccc2ccccc12)S(=O)(=O)c1cccs1	1	0	0.6	-0.2	-2.3	3.7	-7	14	-5	-0.8	0
17	Cc1cc(S(=O)(=O)NCCCn2ccnc2)c(C)cc1Cl	-3	-2	-2.0	-0.3	-0.3	0.3	2	8	-1	-1.6	-6
18	S=C(N/N=C/c1cccc2ccccc12)Nc1cccc(Cl)c1	-2	1	1.1	0.9	0.2	1.2	-12	5	-9	-1.1	2
19	CCOc1ccccc1CN1CCNC(=O)C1CC(=O)N(C)CCc1cnn(C)c1 (stereo not drawn)	-2	1	-0.2	-0.3	0.7	0.0	-10	0	-4	-1.4	-9
20	C/C(=N\NC(=O)C1(C)CC1(Br)Br)c1cccc(NC(=O)C(C)(C)C)c1 (stereo not drawn)	-1	-3	-0.7	-0.8	-0.3	0.5	0	5	2	-1.1	4
21	CCCOC(=O)c1c(NC(=O)/C=C/c2cnn(C)c2C)sc(C(=O)OCC)c1C	-3	-7	-1.5	0.3	-0.3	0.1	-37	2	-27	-1.6	-4
22	c1ccc(OCCCc2nc(-c3cccnc3)no2)cc1	0	0	-1.7	-0.1	0.9	-1.1	3	1	1	-1.8	3
23	CN(C)CCn1c(NC(=O)c2ccc(Cl)cc2)nc2ccccc21	8	-2	7.1*	0.8	3.8*	5.0	-14	6	-15	0.4	-3
24	Cc1ccccc1NC(=O)Cc1nc(COC(=O)c2cc([N+](=O)[O-])ccc2NCCO)cs1	-4	5	-2.2	-0.4	-3.0	-4.4	6	-3	10*	-1.1	-5
25	OC[C@H]1OC(O)[C@H](O)[C@@H]1O (stereo partly drawn)	-5	-7	-0.7	-1.5	0.3	-1.1	4	6	1	-0.8	0

# New compounds follow
nr	Structure	SMARCA2 activ	ADAM17 inh	hcDAF12 agonist	DAX1 inh-1	DAX1 inh-2	hgDAF12 agonist	PLC-beta3 inh	NR1D1 modulator	PLC-gamma1 inh	ssDAF-12 act	MBD2 inh
26	COc1ccc(-n2c(SCC(=O)N/N=C(\C)c3cccnc3)nc3ccccc3c2=O)cc1	-4	-2	0.2	x	0.4	-1.1	-8	-7	-1	-1.1	2
27	O=c1[nH]c(N2CCCCC2)nc2ncn(Cc3ccccc3)c12	-2	1	-1.1	0.2	0.5	4.2	-6	1	0	-0.8	4
28	CCC(C)c1ccc(NC(=O)C2CCCN(c3ncccn3)C2)cc1 (stereo not drawn)	-1	-1	-1.5	-1.7	-1.9	3.4	-13	2	-6	-1.9	2
29	COc1ccc(CCNC(=O)[C@H](CCSC)NC(=O)N2CCn3c2nc2ccccc23)cc1OC	0	-2	-0.3	0.4	-0.4	0.9	-2	-2	-1	-0.8	-1
30	CCn1c2ccccc2c2cc(NC(=O)CSc3nnc(-c4cccc(Cl)c4)o3)ccc21	-2	-2	-2.8	-0.3	-0.1	-1.8	2	32*	3	-0.9	8
31	CCOC(=O)N1CCC(NC(=O)C2CCN(C(=O)c3cc4sccc4n3CC)CC2)CC1	-5	1	-1.6	-1.0	-1.3	-4.6	-1	-1	4	-1.4	2
32	CCOP(=O)(OCC)c1ccc2ccc3ccccc3c(=O)c2c1	0	-20	-3.6	1.0	-1.0	-3.6	-5	3	-5	-1.1	-5
33	COc1ccc(CSc2n[nH]c(C)n2)cc1[N+](=O)[O-]	-4	1	0.5	0.8	-0.4	-0.4	0	-2	5	-0.3	-1
34	CCc1ccccc1N(CC(=O)NCCc1ccccc1)C(=O)CCC(=O)Nc1ccccn1	-2	2	-0.3	-2.3	0.0	1.1	0	3	-2	-0.7	4
35	O=C(NCCN1CCCC1)c1ccc(Cl)cc1Cl	-2	-4	-1.5	-0.9	-0.1	-0.8	-4	7	1	-1.3	3
36	O=C(NC1CCS(=O)(=O)C1)c1ccc(S(=O)(=O)N2CCCCC2)cc1 (stereo not drawn)	-2	-5	-0.1	-0.4	0.5	-1.4	-5	2	-1	-2.0	4
37	O=C(Oc1cccc(F)c1)c1ccc2c(=O)n3c(nc2c1)CCC3	0	-5	-1.3	-0.2	0.2	0.2	-10	-6	-8	-1.3	-1
38	COc1ccc(NS(=O)(=O)c2ccc3c(c2)N(C(C)=O)CCO3)c(OC)c1	-1	0	-0.9	0.3	-1.1	2.0	4	1	2	-1.6	-2
39	Cc1nn(C)c(Oc2ccc(Cl)cc2)c1C(=O)Nc1ccc(F)cc1F	2	2	-2.5	-0.9	0.2	-0.5	2	-9	4	-1.6	-6
40	CC1CCCC(NC(=O)COC(=O)CCSc2ccccc2)C1C (stereo not drawn)	0	-5	-1.2	1.3	0.0	1.4	-9	4	-1	-1.6	-2
41	CCc1nnc(NC(=O)c2cc(S(=O)(=O)N(C)c3ccc(OC)cc3)ccc2Cl)s1	-1	2	-0.3	0.9	0.9	-0.1	-4	-1	-3	-0.7	-2
42	CCOc1c2ccc(C(=O)N[C@H](C)C3CCCCC3)cc2nn1CCOC	0	-213	-1.8	-0.8	-0.4	0.1	-332	0	-261	-1.3	1
43	Cc1ccc(C(O)c2ncc(-c3cccc4ccccc34)[nH]2)c(C)c1 (stereo not drawn)	-3	-14	-2.0	x	1.2	-1.3	-12	-6	-10	-1.8	-3
44	CCCCN(CCCNC(=O)C1CCN(S(=O)(=O)N2CCOCC2)CC1)Cc1ccccc1	0	-2	-1.9	0.0	0.0	0.5	1	-3	2	-0.8	-2
45	Cc1noc(C)c1C(=O)Nc1ccc(F)c(F)c1	0	0	-0.2	0.4	0.7	1.0	4	2	5	-1.3	0
46	O=C1CN(C(=O)/C=C/c2ccco2)c2ccccc2N1	2	0	1.0	0.9	0.0	9.3	-1	1	1	-0.7	-1
47	CC(NC(=O)CN(C)CC(=O)Nc1cccc(F)c1)c1ccccc1 (stereo not drawn)	0	0	-0.9	-0.6	1.7	4.5	-1	-1	0	-0.7	0
48	COc1ccc(/C=C(\NC(=O)c2ccc(C)cc2)C(=O)NCCN2CCOCC2)cc1	0	1	-0.1	-0.2	-0.3	0.7	-6	4	0	-0.6	-3
49	COC(=O)c1[nH]c2c(c1C)C(=O)CC(c1ccc(OC)cc1)C2 (stereo not drawn)	0	1	0.0	0.9	-0.3	-0.4	-6	3	2	-1.9	1
50	CCc1nnc(NC(=O)CSc2nc(C)nc3c2c(=O)n(C)c(=O)n3C)s1	-2	0	-0.5	1.1	0.9	1.6	-3	-2	3	-1.2	-4
51	COc1cc(NC(=S)NC(=O)c2cc(C)cc(C)c2)ccc1NC(=O)c1cccs1	0	1	-1.2	-0.3	-0.5	-0.5	2	2	1	-1.3	2
52	CC(CN1CCCCC1)OC(=O)Cc1ccc(Cl)cc1 (stereo not drawn)	0	-4	0.7	3.7	0.4	0.9	0	2	0	-0.6	-2
53	Cc1csc(=NC(=O)c2ccccc2)n1CCO	-3	-4	-1.2	0.2	-0.1	0.0	-12	-2	-9	-1.1	1

# Filtered by structure, the compounds so far with fluorine.
nr	Structure	SMARCA2 activ	ADAM17 inh	hcDAF12 agonist	DAX1 inh-1	DAX1 inh-2	hgDAF12 agonist	PLC-beta3 inh	NR1D1 modulator	PLC-gamma1 inh	ssDAF-12 act	MBD2 inh
7	CCC(=O)Nc1nnc(SCc2ccc(F)cc2)s1	-2	0	-1.8	-0.1	-0.3	1.3	1	0	2	-1.2	-4
9	CN(C)CCNC(=O)c1cccc(S(=O)(=O)Nc2ccccc2F)c1	4	-2	0.4	2.2	-0.1	-2.2	-1	0	4	-0.6	3
14	CCOC(=O)c1c(C)[nH]c(C)c1C(=O)CSc1nnc(-c2ccc(OC(F)F)cc2)o1	-3	-3	-0.5	0.8	-0.6	0.5	-1	1	0	-1.0	0
37	O=C(Oc1cccc(F)c1)c1ccc2c(=O)n3c(nc2c1)CCC3	0	-5	-1.3	-0.2	0.2	0.2	-10	-6	-8	-1.3	-1
39	Cc1nn(C)c(Oc2ccc(Cl)cc2)c1C(=O)Nc1ccc(F)cc1F	2	2	-2.5	-0.9	0.2	-0.5	2	-9	4	-1.6	-6
45	Cc1noc(C)c1C(=O)Nc1ccc(F)c(F)c1	0	0	-0.2	0.4	0.7	1.0	4	2	5	-1.3	0
47	CC(NC(=O)CN(C)CC(=O)Nc1cccc(F)c1)c1ccccc1 (stereo not drawn)	0	0	-0.9	-0.6	1.7	4.5	-1	-1	0	-0.7	0

# Compounds were not picked by outcome; any-hit rate near 7.4%.
